KAT2A inh – qHTS Assay for Inhibitors of GCN5L2; GCN5L2 HAT assay, ThioGlo1 CoA-SH fluorescence; Potency, µM (highest dose often 58.9 µM), without a hit: at the top dose activity change, negative = inhibition, hits mostly inhibitors; Histone acetyltransferase KAT2A (Homo sapiens), Q92830; AID 504327, 2011; hit rate 0.21% among 390,000
Target sequence (Q92830 whole entry, looked up): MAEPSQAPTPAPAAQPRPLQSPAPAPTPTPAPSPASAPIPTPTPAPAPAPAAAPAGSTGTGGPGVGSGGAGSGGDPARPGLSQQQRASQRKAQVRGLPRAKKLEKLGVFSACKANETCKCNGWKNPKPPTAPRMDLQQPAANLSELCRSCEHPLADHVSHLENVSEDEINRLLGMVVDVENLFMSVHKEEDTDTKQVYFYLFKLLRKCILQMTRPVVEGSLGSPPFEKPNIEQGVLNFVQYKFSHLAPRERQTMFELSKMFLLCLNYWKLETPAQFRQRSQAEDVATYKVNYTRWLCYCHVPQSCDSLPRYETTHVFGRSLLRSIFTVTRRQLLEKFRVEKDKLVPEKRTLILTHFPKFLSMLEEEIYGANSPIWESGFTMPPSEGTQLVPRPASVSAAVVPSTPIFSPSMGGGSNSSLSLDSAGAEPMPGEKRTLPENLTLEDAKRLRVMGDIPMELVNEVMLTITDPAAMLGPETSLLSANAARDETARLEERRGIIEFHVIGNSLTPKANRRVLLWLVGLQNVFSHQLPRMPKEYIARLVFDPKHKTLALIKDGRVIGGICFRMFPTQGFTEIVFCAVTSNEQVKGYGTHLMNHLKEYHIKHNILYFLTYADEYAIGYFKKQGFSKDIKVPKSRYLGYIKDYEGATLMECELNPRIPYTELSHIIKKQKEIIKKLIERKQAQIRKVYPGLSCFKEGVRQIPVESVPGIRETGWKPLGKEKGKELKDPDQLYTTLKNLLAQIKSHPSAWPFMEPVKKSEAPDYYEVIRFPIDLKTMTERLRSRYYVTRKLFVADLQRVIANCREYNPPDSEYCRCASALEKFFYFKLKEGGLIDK
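Titration-based screen in which CoA formation is detected via maleimide probe ThioGlo1 (50uM) turning fluorescent on thiol reaction; substrates H3(1-25) 75uM and acetyl-CoA 70uM, GCN5L2 20nM, 20 min incubation at room temperature.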
TDP1 block – qHTS Assay for Inhibitors of Tyrosyl-DNA Phosphodiesterase (TDP1) | AID 485290, 2010 | Tyrosyl-DNA phosphodiesterase 1 (Homo sapiens), Q9NUW8 | hit rate 0.28% among 350,000 | recombinant TDP1, AlphaScreen DNA substrate cleavage | Potency, µM (highest dose often 130 µM), without a hit: at the highest dose activity change, negative = inhibition, hits mostly inhibitors; note: nearly all actives have a fitted effect of over 40% in size
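E. coli-derived human Tdp1, 1 nM final. Cpd preinc 15 min RT; substrate 15 nM final, 5 min RT; AS bead mix 10 ug/ml final, 10 min RT. Signal loss = tyrosine-FITC cleavage. No-enzyme wells = max signal.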
TDP1 cell noCPT – qHTS for Inhibitors of human tyrosyl-DNA phosphodiesterase 1 (TDP1): qHTS in cells in absence of CPT. DT40 Tdp1-/- hTDP1 cells, no CPT, ATP luminescence, 48 h. Potency, µM (doses to about 46.2 µM), for the others: at the top dose activity change, negative = growth inhibition, most hits filed as inhibitors. hit rate 15% among 420,000. AID 686978, 2013; note: nearly all actives have a fitted effect of over 55% in size
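Growth kinetics read by CellTiter-Glo luminescence after ≥48 hr at 37 °C. Cells: DT40 Tdp1-/- stably carrying human TDP1, 400 per well, compound exposure in the absence of CPT (DMSO vehicle).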
The depositor's hits bear a star; [ ] = dose if it differs, or a comment. Calls come from the whole dose curve; as a rule, active = well fitted curve in the direction sought with a large enough effect; inconclusive = small, poorly fitted or top-dose-only effect, or another doubt; inactive = no such curve, though single readings can be large; an effect the other way counts as inactive or inconclusive. % is set by controls: 0 for no effect and ±100 for the full control effect; potency is the fitted concentration of half-maximal effect. Not all compounds are listed; the hit share may differ from the screen's.

For COc1ccc(NC(=O)N2CCC(c3nc4ccccc4[nH]3)CC2)cc1 the results were KAT2A inh 2%, TDP1 block 2% and TDP1 cell noCPT 2%.
For CCOC(=O)c1[nH]c(C)c(CCC(=O)Nc2cc(C)ccc2OC)c1C the results were KAT2A inh -2%, TDP1 block 5% and TDP1 cell noCPT inconclusive.
Screening O=C(COc1ccccc1O)NC1CCCC1 returned KAT2A inh 2%, TDP1 block 1% and TDP1 cell noCPT -9%.
Cn1cnnc1SCC(=O)c1ccc2c(c1)OCCO2 was read as KAT2A inh -6%, TDP1 block -2% and TDP1 cell noCPT -9%.
`CCc1ccc(Nc2cc(C)nc3nc(Cc4ccc(Cl)cc4)nn23)cc1` gave KAT2A inh -8%, TDP1 block 2% and TDP1 cell noCPT 9.2µM*.
CC(=O)Nc1cc(C(C)C)c(O)c(C(C)C)c1 was read as KAT2A inh -17%, TDP1 block 1% and TDP1 cell noCPT -27%.
Cc1ccc(NC(=O)CN2C(=O)S/C(=C\c3ccc(OCC(=O)O)c(Br)c3)C2=O)cc1 was read as KAT2A inh 0% and TDP1 cell noCPT 14%.
CCOc1ccc(CN2CCNC(=O)C2CC(=O)OC)cc1 (stereo unspecified) was read as KAT2A inh -5%, TDP1 block 8% and TDP1 cell noCPT -3%.
COc1ccc(NC(=O)CSc2ncc3c(n2)-c2cc(Cl)ccc2N(Cc2ccccc2F)S3(=O)=O)cc1 was read as KAT2A inh -7%, TDP1 block 3% and TDP1 cell noCPT inconclusive.
Screening CC1=C(C(=O)Nc2ccc(C)cc2C)C(c2ccccc2C)n2ncnc2N1 (stereo unspecified) returned KAT2A inh -3%, TDP1 block -2% and TDP1 cell noCPT 3%.
For O=S(=O)(c1cccs1)N1CCN(c2ccccc2F)CC1 the results were KAT2A inh -6% and TDP1 cell noCPT -22%.
`CN(C(=O)c1cccc(NC(=O)Cc2cccc([N+](=O)[O-])c2)c1)C1CC1` gave KAT2A inh 0%, TDP1 block 2% and TDP1 cell noCPT -7%.
Cc1ccc(S(=O)(=O)Nc2cccc(-c3cn4cccc(C)c4n3)c2)c(C)c1 was read as KAT2A inh -6% and TDP1 cell noCPT inconclusive.
`COc1ccc(OC)c(NC(=O)C2CCCN(S(=O)(=O)c3cccc4nonc34)C2)c1` (stereo unspecified) gave KAT2A inh -8%, TDP1 block 2% and TDP1 cell noCPT -24%.
`CC1CCc2nc3ncn(Cc4ccccc4F)c(=O)c3cc2C1` (stereo unspecified) gave KAT2A inh -6%, TDP1 block -1% and TDP1 cell noCPT inconclusive.
For Cc1ccccc1Oc1nc2c(c(=O)n(C)c(=O)n2C)n1C the results were KAT2A inh 23% and TDP1 cell noCPT -23%.
For CCOc1ccc(C(=O)NCC2OCCc3ccccc32)cc1 (stereo unspecified) the results were KAT2A inh -5%, TDP1 block -2% and TDP1 cell noCPT -18%.
Screening Cc1cccc(N2C(=O)CC(N(O)c3ccccc3)C2=O)c1 (stereo unspecified) returned KAT2A inh -3%, TDP1 block 2% and TDP1 cell noCPT inconclusive.
For C/C=C/CSc1nc2c(c(=O)[nH]c(=O)n2C)n1CCC the results were KAT2A inh -3%, TDP1 block 0% and TDP1 cell noCPT inconclusive.
Screening CCCC(=O)NCC(c1ccc2c(c1)OCO2)N1CCOCC1 (stereo unspecified) returned KAT2A inh -6%, TDP1 block 8% and TDP1 cell noCPT 0%.

Sorted by heavy-atom count (smallest number first): part of the list above
CC(=O)Nc1cc(C(C)C)c(O)c(C(C)C)c1 was read as KAT2A inh -17%, TDP1 block 1% and TDP1 cell noCPT -27%.
Cn1cnnc1SCC(=O)c1ccc2c(c1)OCCO2 was read as KAT2A inh -6%, TDP1 block -2% and TDP1 cell noCPT -9%.
For O=S(=O)(c1cccs1)N1CCN(c2ccccc2F)CC1 the results were KAT2A inh -6% and TDP1 cell noCPT -22%.
For Cc1ccccc1Oc1nc2c(c(=O)n(C)c(=O)n2C)n1C the results were KAT2A inh 23% and TDP1 cell noCPT -23%.
For CCOc1ccc(C(=O)NCC2OCCc3ccccc32)cc1 (stereo unspecified) the results were KAT2A inh -5%, TDP1 block -2% and TDP1 cell noCPT -18%.
`CC1CCc2nc3ncn(Cc4ccccc4F)c(=O)c3cc2C1` (stereo unspecified) gave KAT2A inh -6%, TDP1 block -1% and TDP1 cell noCPT inconclusive.
`CN(C(=O)c1cccc(NC(=O)Cc2cccc([N+](=O)[O-])c2)c1)C1CC1` gave KAT2A inh 0%, TDP1 block 2% and TDP1 cell noCPT -7%.
`CCc1ccc(Nc2cc(C)nc3nc(Cc4ccc(Cl)cc4)nn23)cc1` gave KAT2A inh -8%, TDP1 block 2% and TDP1 cell noCPT 9.2µM*.
Screening CC1=C(C(=O)Nc2ccc(C)cc2C)C(c2ccccc2C)n2ncnc2N1 (stereo unspecified) returned KAT2A inh -3%, TDP1 block -2% and TDP1 cell noCPT 3%.
`COc1ccc(OC)c(NC(=O)C2CCCN(S(=O)(=O)c3cccc4nonc34)C2)c1` (stereo unspecified) gave KAT2A inh -8%, TDP1 block 2% and TDP1 cell noCPT -24%.
COc1ccc(NC(=O)CSc2ncc3c(n2)-c2cc(Cl)ccc2N(Cc2ccccc2F)S3(=O)=O)cc1 was read as KAT2A inh -7%, TDP1 block 3% and TDP1 cell noCPT inconclusive.

Next records follow.
For CN(CCc1ccccn1)C(=O)c1ccc(OC2CCN(Cc3ccccn3)CC2)cc1 the results were KAT2A inh -5%, TDP1 block 0% and TDP1 cell noCPT -9%.
For N#CCc1ccc(NC(=O)Nc2cccc3ccccc23)cc1 the results were KAT2A inh -15% and TDP1 cell noCPT inconclusive.
Screening CCS(=O)(=O)N1CCc2cc(C(=O)Nc3ccc(C)c(Cl)c3)ccc21 returned KAT2A inh -5%, TDP1 block 6% and TDP1 cell noCPT 13µM*.
Screening CC(C)C(=O)Nc1ccc2c(c1)Cc1cc(NC(=O)C(C)C)ccc1-2 returned KAT2A inh -18% and TDP1 cell noCPT 15%.
Cc1ccc(S(=O)(=O)C2(C(=O)N3CCCCCC3)CC2)cc1 was read as KAT2A inh -4%, TDP1 block 2% and TDP1 cell noCPT -27%.
Screening Oc1ccc2ccccc2c1C=NCc1ccccc1 returned KAT2A inh -29%, TDP1 block 8% and TDP1 cell noCPT -26%.
Screening NC(=O)CS(=O)(=O)c1ccc(Cl)cc1 returned KAT2A inh -5%, TDP1 block 6% and TDP1 cell noCPT 1%.
Cn1cccc1CC(=O)NNC(=S)Nc1ccccc1Cl was read as KAT2A inh -1%, TDP1 block 8% and TDP1 cell noCPT -7%.
For Cc1cccc(N2CCN(C(=O)C3COc4ccccc4O3)CC2)c1C (stereo unspecified) the results were KAT2A inh -18% and TDP1 cell noCPT inconclusive.
Screening Cc1ccc(S(=O)(=O)c2nc(NCCCn3ccnc3)sc2Cl)cc1 returned KAT2A inh 0%, TDP1 block 9% and TDP1 cell noCPT 21µM*.
`Cc1ccccc1Cn1c(=O)n(CCCCC(=O)NCc2ccc3c(c2)OCO3)c(=O)c2ccccc21` gave KAT2A inh -1%, TDP1 block 5% and TDP1 cell noCPT inconclusive.
For CC(C)(Oc1ccc(Br)cc1)C(=O)Nc1cc(-c2nc3ccccc3[nH]2)ccc1Cl the results were KAT2A inh 0% and TDP1 block 3%.
Cc1cccc(NS(=O)(=O)c2cccc(C(=O)N3CCCCCC3)c2)c1 was read as KAT2A inh -1%, TDP1 block 0% and TDP1 cell noCPT inconclusive.
COc1cc(C(=O)NCCCc2ccccc2)cc(OC)c1OC was read as KAT2A inh -25% and TDP1 cell noCPT -39%.
Screening Cc1ccc(NC(=S)NCCN(C2CCCCC2)C2CCCC2)cc1 returned KAT2A inh -2%, TDP1 block 3% and TDP1 cell noCPT inconclusive.
Screening COC(=O)c1c(-c2ccc(SC)cc2)sc2ccccc12 returned KAT2A inh -18%, TDP1 block inconclusive and TDP1 cell noCPT inconclusive.
For CCOc1ccc(-c2c(C)nn3c(C)c(C(=O)NC(C)c4ccccc4)cnc23)cc1OCC (stereo unspecified) the results were KAT2A inh 0%, TDP1 block 7% and TDP1 cell noCPT 16µM*.
`O=C(Cc1ccccc1)NCCSC1CCCCC1` gave KAT2A inh -16%, TDP1 block 4% and TDP1 cell noCPT inconclusive.
Screening CCN(CC)C(=O)Cn1c(=O)n(Cc2ccc(C(=O)NCCCOC)cc2)c(=O)c2ccccc21 returned KAT2A inh -17%, TDP1 block -2%[12.3 µM] and TDP1 cell noCPT -4%.
For CC(C)(C)OC(=O)NCC(=O)NCC(=O)OCc1ccccc1 the results were KAT2A inh -11%, TDP1 block 0% and TDP1 cell noCPT -14%.
`COC(=O)c1ccc(/C=C/C(=O)c2cccc(OC)c2)cc1` gave KAT2A inh -4%, TDP1 block 7% and TDP1 cell noCPT 23µM*.
For COc1ccc(CCN2C(=O)NC(NC(=O)c3ccccc3OC)(C(F)(F)F)C2=O)cc1OC (stereo unspecified) the results were KAT2A inh -2%, TDP1 block 2% and TDP1 cell noCPT inconclusive.
`O=C(Nc1cccc(C(=O)O)c1)/C(=C\c1ccco1)NC(=O)c1ccccc1` gave KAT2A inh 1%, TDP1 block 6% and TDP1 cell noCPT 3%.
For CCCCn1c2ccc(F)cc2c2nnc(SCCN(CC)CC)nc21 the results were KAT2A inh -6%, TDP1 block 2% and TDP1 cell noCPT 26µM*.
For COc1ccc(S(=O)(=O)NCc2cc(=O)n(C)c(=O)n2C)cc1C the results were KAT2A inh -3%, TDP1 block 2% and TDP1 cell noCPT -5%.
`Cc1ccccc1Cn1c2ccccc2c2cnn(CC(=O)NCC(C)c3ccccc3)c(=O)c21` (stereo unspecified) gave KAT2A inh -4%, TDP1 block -3% and TDP1 cell noCPT -44%.
O=[N+]([O-])c1cccc(S(=O)(=O)N2CCC(c3nc(-c4ccncc4)no3)CC2)c1 was read as KAT2A inh 4%, TDP1 block 7% and TDP1 cell noCPT 1%.
O=C(c1ccc2c(=O)n(C3CCCC3)c(=S)[nH]c2c1)N1CCc2ccccc21 was read as KAT2A inh 5%, TDP1 block 1% and TDP1 cell noCPT 21µM*.
For COc1ccccc1/C=N/Nc1nccnc1Cl the results were KAT2A inh 4%, TDP1 block 2% and TDP1 cell noCPT -16%.
`Cc1ccc(-n2nnc3c(=O)n(Cc4ccccc4C)cnc32)cc1` gave KAT2A inh -5%, TDP1 block 0% and TDP1 cell noCPT -28%.
For COc1ccc(CNCc2ccccc2[N+](=O)[O-])cc1OC the results were KAT2A inh -3% and TDP1 cell noCPT inconclusive.
Cn1c2ccccc2c2ncn(Cc3ccco3)c(=O)c21 was read as KAT2A inh -3%, TDP1 block -1% and TDP1 cell noCPT -12%.
`CN(C)C(CNC(=O)CCCc1c[nH]c2ccccc12)c1ccco1` (stereo unspecified) gave KAT2A inh -1%, TDP1 block 0% and TDP1 cell noCPT -22%.
For CCOC(=O)CSc1nnc(CSc2nc3ccccc3s2)n1C the results were KAT2A inh -5%, TDP1 block 3% and TDP1 cell noCPT 4%.
Cc1ccc(-c2cc(C(F)(F)F)n3nc(C(=O)N4CCN5CCCC5C4)cc3n2)cc1 (stereo unspecified) was read as KAT2A inh -4%, TDP1 block 2% and TDP1 cell noCPT inconclusive.
C=C(CC)C(=O)c1ccc(OCC(=O)O)c(Cl)c1Cl was read as KAT2A inh inconclusive, TDP1 block 3% and TDP1 cell noCPT 18µM*.
For COC(=O)c1cccc(NC(=O)Nc2ccc(Cl)cc2Cl)c1 the results were KAT2A inh 0%, TDP1 block -2% and TDP1 cell noCPT inconclusive.
O=C(O)C(=O)/C(=C\c1ccccc1)c1ccc2ccccc2n1 was read as KAT2A inh 0%, TDP1 block -2% and TDP1 cell noCPT -14%.
CCCCOc1ccc(N=Cc2ccc[nH]2)cc1 was read as KAT2A inh -9% and TDP1 cell noCPT -3%.
N#C/C(=C\c1ccc(C#N)cc1)C(=O)N1CCCC1 was read as KAT2A inh -7% and TDP1 block 6%.
